Compound activity: PubChem, NCI
All columns: NCI-60 one-dose screen, growth in % after 48 h at 10 µM unless noted; 100 = growth as untreated, 0 = no growth, -100 = all killed.
COLO 205: COLO 205 colon cancer | hit rate 7.3% among 79,000 | AID 1794742
HT29: HT29 colon cancer; hit rate 7.4% among 81,000
NCI-H522: NCI-H522 lung cancer; hit rate 8% among 78,000; AID 1794739
NCI-H226: NCI-H226 lung cancer; hit rate 3.5% among 79,000; AID 1794732
NCI-H460: NCI-H460 lung cancer; hit rate 6.8% among 82,000
NCI/ADR-RES: NCI/ADR-RES ovarian cells; hit rate 4.4% among 81,000
NCI-H322M: NCI-H322M lung cancer. hit rate 2.7% among 80,000. AID 1794733
HCT-15: HCT-15 colon cancer; hit rate 5.2% among 82,000
HCT-116: HCT-116 colon cancer. hit rate 7.3% among 82,000
* = called active by the depositor; nt = no result given; & = joins results of further samples. How the source made its calls: active means growth percent below 10; inactive means the rest.

SMILES	COLO 205	HT29	NCI-H522	NCI-H226	NCI-H460	NCI/ADR-RES	NCI-H322M	HCT-15	HCT-116
CN(C)S(=O)(=O)c1ncnc2nc[nH]c12	113	84	86	94	98	98	101	105	98
O=C(Nc1cccc2ccccc12)c1ccco1	117	112	nt	97	101	108	nt	97	106
CC(C)(C)NC(=O)C1(N2C(=O)c3ccccc3C2=O)CCCC1	123	105	nt	99	105	107	118	100	101
NC1=NN=C(N)C1=Cc1cc2ccccc2n2nnnc12	100	104	95	100	105	105	105	104	104
Cc1oc2nc[nH]c(=O)c2c1C(=O)/C=C/c1ccc(Cl)cc1Cl	107	30	39	107	93	43	92	51	36
NCCCC[C@H](NC(=O)[C@@H]1CCCN1C(=O)Cc1ccc(Br)c2ccccc12)C(=O)N[C@@H](CCCN=C(N)N)C(N)=O	114	107	100	103	111	103	98	93	101
COc1ccc2nc(C)cc(S(=O)Cc3nccc(OCC(F)(F)F)c3C)c2c1 (stereo not drawn)	105	97	64	102	105	109	107	86	87
CCOC(=O)/C(Cc1ccnc2ccccc12)=N/O	106	105	nt	89	104	100	105	97	106
CC/C(C)=N\O	111	99	93	97	102	105	111	106	97
CC(=O)On1c(-c2ccccc2-c2nc3ccccc3n2OC(C)=O)nc2ccccc21	96	108	96	81	103	97	101	107	100
Clc1ccc(-c2cn3cc(Cc4ccc(Cl)c(Cl)c4)sc3n2)cc1	43	90	76	86	23	89	71	61	54
O=C1c2ccc(S(=O)(=O)O)cc2C(=O)c2ccc(S(=O)(=O)O)cc21	114	108	98	106	108	109	100	108	105
CCOC(=O)c1c(N)sc2cc(OC(C)=O)c(Br)cc12	109	101	94	99	99	106	95	89	98
c1ccc(-n2ccc(-c3nn[nH]n3)n2)cc1	114	111	81	103	105	102	99	106	105
COc1cc(-c2cc(/C=C/C(=O)c3ccc(N)cc3)[nH]n2)cc(OC)c1OC	-45*	2.3*	11	52	-29*	65	11	-22*	-81*
Nn1c(SCC(=O)Nc2ccc(F)cc2)nnc1-c1ccc(NC(=O)c2cccnc2)cc1	107	102	100	101	106	107	105	103	108
N#Cc1c(C(C#N)C#N)nc2sc3cc(Cl)c(Cl)cc3n2c1=N	122	99	73	88	89	103	112	98	108
CC(C)(C)c1ccc([N+](=O)[O-])cc1[N+](=O)[O-]	109	105	91	94	105	101	102	98	100
O=C1/C(=C/c2c(Cl)cccc2Cl)CN(S(=O)(=O)c2ccccc2)C/C1=C\c1c(Cl)cccc1Cl	92	71	73	110	74	82	85	62	62
Cc1cccc(/C=C(\C#N)C(=O)c2ccccc2)c1	105	111	102	95	104	105	114	106	107
Cc1ccc(C(c2ccc(C)c(C)c2)C(O)C(O)C(O)C(O)CO)cc1C (stereo not drawn)	107	106	98	101	103	100	103	97	94
COc1ccc(-c2c(C(N)=O)c(N)n(Cc3nc4ccccc4[nH]3)c(=O)c2C#N)c(OC)c1	117	113	95	94	105	102	97	98	104
C=CCCCCCCCCC1OCC(CC)(CCCC)CO1 (stereo not drawn)	110	100	99	89	104	106	99	106	100
Cc1c(Cl)cccc1NS(=O)(=O)c1ccccc1	nt	100	98	93	112	104	110	97	104
CCCc1[nH]nc2c1C(c1ccco1)C(C#N)=C(N)O2 (stereo not drawn)	113	104	99	95	105	107	112	91	93
CCn1c(SCC(=O)c2ccccc2)nnc1-c1ccncc1	109	106	99	101	107	101	97	104	100
c1ccc(C2=Nc3ccccc3SC2)cc1	114	109	100	108	99	113	98	105	97
C#CCOc1cccc(/C(N)=N/C(N)=N/c2nc3ccccc3s2)c1	119	108	97	68	90	59	96	57	80
CC(C)c1oc2ccccc2c1C(=O)c1ccc(O)cc1	110	105	64	95	81	128	82	74	86
c1ccc(N=N/C(=N/Nc2ccccc2)c2ccccc2)cc1	37	94	83	96	104	107	110	101	92
BrCCCOc1ccc(Nc2ncnc3c2cnn3-c2ccccc2)cc1	103	99	78	84	107	98	nt	59	97
Cc1cn(C2CC(O)C(O)C(CO)O2)c(=O)[nH]c1=O (stereo not drawn)	100	103	nt	104	104	109	100	98	103
C[C@]1(O)CC(=O)[C@]2(O)C3=C(C=C[C@]2(O)C1)C(=O)c1c(O)cccc1C3=O	-81*	3.9*	-59*	89	75	47	86	-45*	-32*
CCN(CC)CCOc1ccc(/C(=C(\C)Cc2ccc(OC)cc2)c2ccc(O)cc2)cc1	-72*	-71*	-9.9*	75	-36*	53	55	5.1*	-35*
Nc1cccc(OCCOc2ccc([N+](=O)[O-])cc2)c1	113	99	84	101	103	93	nt	89	81
CSc1nc(-c2cccs2)c2c(N)nn(S(=O)(=O)c3ccc(Cl)cc3)c2n1	115	107	75	85	112	101	87	103	90
NC(N)=Nc1nc2ccccc2n2c1nc1ccccc12	30	18	16	57	8.1*	63	44	26	18
C[C@@H]1NC(=O)[C@H](Cc2ccccc2)N(Cc2cccs2)C1=O	nt	101	83	98	101	105	105	99	101
Cc1[nH]c(C(=O)Nc2ccc(C(=O)NCC(=O)O)cc2OC2CCNCC2)c(Cl)c1Cl	123	111	100	109	107	109	102	105	111
CCCCCCCCCC(=O)N(CCCC)CCCC	117	116	105	99	108	102	88	106	101
CC(=O)c1sc(Nc2cccnc2)nc1C	117	94	87	106	110	103	104	106	100
O=C1CCC(c2ccccc2)CC1	108	96	83	116	117	100	102	101	97
CC(=O)OCC1OC(OC(C)=O)C(OC(C)=O)C(OC(C)=O)C1OC(C)=O (stereo not drawn)	107&104	115&110	103&103	100&95	104&112	107&100	101&111	104&98	103&103
CCCCCCCCCC(=O)Oc1ccc(/C(=C(/C)Cc2cccc(OC)c2)c2ccc(OCCN3CCCC3)cc2)cc1	96	72	93	88	97	93	95	88	85
O=C(NCc1ccco1)C1CCN(S(=O)(=O)c2ccc(Br)cc2)CC1	100	112	87	80	90	81	123	78	98
CC(C)C(=O)c1ccc(Cl)s1	109	120	nt	93	105	104	91	98	97
CCCC(=O)Nc1ccc(OC)cc1	113	112	100	104	103	104	118	102	90
CCCCCC(=O)OCc1ccc(Cl)c(Cl)c1	106	109	97	100	107	102	96	109	101

Brought forward from above: 2 entries, then new ones.
SMILES	COLO 205	HT29	NCI-H522	NCI-H226	NCI-H460	NCI/ADR-RES	NCI-H322M	HCT-15	HCT-116
CCCC(=O)Nc1ccc(OC)cc1	113	112	100	104	103	104	118	102	90
CCCCCC(=O)OCc1ccc(Cl)c(Cl)c1	106	109	97	100	107	102	96	109	101
CCCCCCCCCCCCCCCCCc1nc(N)nc(N)n1	104	89	113	91	101	90	96	99	88
CC(=O)OCC1OC(OC(C)=O)C(NC(=O)NS(=O)(=O)c2ccc(CCNC(=O)c3cccc(Cl)c3)cc2)C(OC(C)=O)C1OC(C)=O (stereo not drawn)	124	105	93	107	103	102	109	102	108
O=C(Cn1c(-c2ccccc2)nc2ccccc21)N=Nc1c(O)[nH]c2ccccc12	110	113	80	68	98	82	95	85	91
O=C1NC(c2ccccc2)C(c2ccccc2)N1 (stereo not drawn)	104	98	98	97	110	108	nt	102	102
COc1cc(NCC(=O)Nc2cc(Nc3ccc(F)cc3)ncn2)c(Cl)c(OC)c1Cl	109	92	68	93	101	98	98	98	86
CCS(=O)(=O)c1ccc(OC)c(N)c1	106	101	91	97	111	108	135	98	94
O=C(c1ccc(-c2ccccc2)cc1)c1cccc(Br)c1	99	67	76	89	96	61	97	64	74
COc1ccc2[nH]cc(-c3cc(N)n4nc(-c5c[nH]c6ccc(OC)cc56)cc4n3)c2c1	-54*	-56*	54	37	-85*	89	25	1.4*	-88*
CCOC(=O)c1cccnc1Nc1ccc(N=C2C(=O)Nc3ccccc32)cc1	106	106	95	93	109	103	101	96	103
O=C(N1CCN(c2ccccc2)CC1)N1CCN(c2ccccc2)CC1	86	105	96	99	106	128	116	99	95
Cc1cc2c(C(C)C)c(O)c(O)c(C=Nc3ccccc3[N+](=O)[O-])c2c(O)c1-c1c(C)cc2c(C(C)C)c(O)c(O)c(C=Nc3ccccc3[N+](=O)[O-])c2c1O	95	93	64	83	87	95	89	80	74
Oc1ccccc1C=NC1CCCCC1	100	92	85	108	97	119	115	109	102
Cc1c2c(c(C#N)c(=O)n1Cc1ccccc1)CCCC2	110	108	89	82	105	81	98	92	112
FC(F)(F)c1cc(-c2nnc3n2N=C(Cl)CS3)cc(C(F)(F)F)c1	97	113	nt	100	107	99	111	97	90
CC(=O)CC(=O)Nc1ccc(C)cc1C	nt	nt	70	106	109	94	100	108	95
O=S(=O)(O)c1cc2ccc1ccc1ccc(cc1S(=O)(=O)O)n1on1c1ccc(ccc3ccc(cc3S(=O)(=O)O)nn2)c(S(=O)(=O)O)c1	106	99	94	94	99	110	124	104	102
CC(=O)Oc1ccc(S(=O)(=O)c2ccc(OC(C)=O)c(C)c2)cc1C	114	103	96	102	104	96	116	101	94
CCCOC(=O)c1c(C)n(C)c2scc[n+]12	85	79	79	87	110	79	51	85	70
Cc1ccc(S(=O)(=O)N2CCN(S(=O)(=O)c3oc(-c4ccccc4)nc3C#N)CC2)cc1	92	80	64	69	76	83	85	82	85
O=C(Nc1cc(F)cc2cccnc12)c1cnc(N2CCC(O)C2)cn1 (stereo not drawn)	37	106	26	93	101	94	101	87	12
Nc1ccn(Cc2nnc(CCC(=O)c3nc4ccccc4[nH]3)o2)c(=O)n1	103	90	84	74	35	86	nt	89	64
O=C(Nc1cccc(Cl)c1)OCCOCCOC(=O)Nc1cccc(Cl)c1	116	91	67	96	98	85	95	91	77
Cc1csc(/N=C(N)/N=C(\N)c2cccc(F)c2)n1	121	108	100	101	103	105	104	97	106
O=C(O)c1cccc2cnccc12	115	107	105	94	109	103	94	106	104

Taken from above, 5 compounds:
SMILES	COLO 205	HT29	NCI-H522	NCI-H226	NCI-H460	NCI/ADR-RES	NCI-H322M	HCT-15	HCT-116
Cc1c2c(c(C#N)c(=O)n1Cc1ccccc1)CCCC2	110	108	89	82	105	81	98	92	112
FC(F)(F)c1cc(-c2nnc3n2N=C(Cl)CS3)cc(C(F)(F)F)c1	97	113	nt	100	107	99	111	97	90
CC(=O)CC(=O)Nc1ccc(C)cc1C	nt	nt	70	106	109	94	100	108	95
O=S(=O)(O)c1cc2ccc1ccc1ccc(cc1S(=O)(=O)O)n1on1c1ccc(ccc3ccc(cc3S(=O)(=O)O)nn2)c(S(=O)(=O)O)c1	106	99	94	94	99	110	124	104	102
CC(=O)Oc1ccc(S(=O)(=O)c2ccc(OC(C)=O)c(C)c2)cc1C	114	103	96	102	104	96	116	101	94

The results go on:
SMILES	COLO 205	HT29	NCI-H522	NCI-H226	NCI-H460	NCI/ADR-RES	NCI-H322M	HCT-15	HCT-116
C[C@@H]1CC[C@@]2(OC1)O[C@H]1C[C@H]3[C@@H]4CC=C5C[C@@H](O[C@@H]6O[C@H](CO)[C@@H](O[C@@H]7O[C@@H](CO)[C@H](O)[C@H]7O)[C@H](O)[C@H]6O[C@@H]6O[C@@H](C)[C@H](O)[C@@H](O)[C@H]6O)CC[C@]5(C)[C@H]4CC[C@]3(C)[C@H]1[C@@H]2C	-90*	-61*	-41*	-52*	-94*	-86*	-88*	-85*	-84*
C#CCn1c(-c2cc(OC)c(OC)cc2Br)nc(-c2ccccc2)c1-c1ccccc1	8.7*	9.0*	17	66	11	10	29	30	20
CCOc1nc(-c2ccccc2)cc2c(O)c(C(=O)N/N=C/c3ccccc3)[nH]c(=O)c12	111	105	74	106	114	104	128	104	111
COc1ccc2nc(-c3nnc(-c4ccccc4)o3)c(Cl)nc2c1	110	118	102	99	108	107	107	102	110
OCCC1CCNCC1	102	105	92	114	102	99	91	99	96
CCC(CNc1cc(OC)cc2cccnc12)NC1CCCCC1 (stereo not drawn)	87	63	100	92	94	93	93	77	79
COc1ccc(Nc2ncccc2NC(=O)c2cn(Cc3ccc(F)cc3)nn2)cc1	111	103	104	92	111	89	91	103	115
Cc1ccc(NC(=O)Nc2ccc(-c3cccnc3)cc2N2CCC(CO)CC2)cc1	32	5.7*	9.3*	54	29	40	34	20	8.4*
O=C(CCn1cnc2c(cc(-c3ccccc3)n2-c2ccccc2)c1=O)Nc1ccc(Cl)cc1	110	101	82	96	101	81	89	91	91
O=C1NC(=S)NC(=O)C1=Cc1cc(-c2ccc(Br)cc2)n(-c2ccccc2)n1	108	114	93	76	85	87	88	64	65
C=C1C(=O)O[C@H]2[C@H]1CC/C(COC(=O)n1cc(C)nc1CC)=C\CC[C@@]1(C)O[C@@H]21	61	89	48	94	98	102	104	84	79
CCCCOCCOC(=O)C1OC1(C)c1ccccc1 (stereo not drawn)	118	102	88	115	106	96	111	112	96

Given with values under each structure: two of the compounds above.
Each structure is followed by: COLO 205	HT29	NCI-H522	NCI-H226	NCI-H460	NCI/ADR-RES	NCI-H322M	HCT-15	HCT-116
- CCCCOCCOC(=O)C1OC1(C)c1ccccc1 (stereo not drawn)
 : 118	102	88	115	106	96	111	112	96
- Cc1ccc(NC(=O)Nc2ccc(-c3cccnc3)cc2N2CCC(CO)CC2)cc1
 : 32	5.7*	9.3*	54	29	40	34	20	8.4*

Continued.
SMILES	COLO 205	HT29	NCI-H522	NCI-H226	NCI-H460	NCI/ADR-RES	NCI-H322M	HCT-15	HCT-116
COc1ccc(S(=O)(=O)N2CCC(c3nc(/C=C4/C(=O)Nc5ccccc54)c4ccccn34)CC2)cc1	105	100	nt	53	91	90	113	100	106
COc1cnccc1-c1nc2ccc3[nH]ncc3c2c2c1CCC2	93	81	60	79	88	83	90	90	67
COc1cccc(NC(=O)N2CCCN(c3nc(-c4ccc(C)cc4)nc4ccccc34)CC2)c1	85	79	71	84	94	81	63	83	80
Ic1ccc(Cc2ccc(I)cc2)cc1	112	105	89	84	103	90	99	106	97
CNc1nc(SCc2ccc(Cl)cc2Cl)ncc1C	123	94	85	102	103	101	117	96	94
CC(=C/c1ccccc1)/C=C1/SC(=S)N(C=C2C(=O)NC(=O)NC2=O)C1=O	115	109	84	94	102	102	109	98	93
